# Screens deposited in PubChem BioAssay by National Center for Advancing Translational Sciences (NCATS).
# GLP-1R inv ag = qHTS of GLP-1 Receptor Inverse Agonists (Inhibition Mode) | HEK293 GLP-1R CRE-luciferase, luminescence, 24 h; GLP-1R form is constitutively active | Potency, µM (doses to about 38.3 µM), inactives show top-dose activity change, negative = inhibition, usual class: inhibitors | Glucagon-like peptide 1 receptor (Homo sapiens), P43220 | 410,000 tested, 1.6% active; further: potency means the concentration at half of the fitted maximal effect; on the % scale 0 is the no-effect control and ±100 the full control effect; nearly all actives have a fitted effect of over 55% in size
# Target sequence (P43220 whole entry, looked up): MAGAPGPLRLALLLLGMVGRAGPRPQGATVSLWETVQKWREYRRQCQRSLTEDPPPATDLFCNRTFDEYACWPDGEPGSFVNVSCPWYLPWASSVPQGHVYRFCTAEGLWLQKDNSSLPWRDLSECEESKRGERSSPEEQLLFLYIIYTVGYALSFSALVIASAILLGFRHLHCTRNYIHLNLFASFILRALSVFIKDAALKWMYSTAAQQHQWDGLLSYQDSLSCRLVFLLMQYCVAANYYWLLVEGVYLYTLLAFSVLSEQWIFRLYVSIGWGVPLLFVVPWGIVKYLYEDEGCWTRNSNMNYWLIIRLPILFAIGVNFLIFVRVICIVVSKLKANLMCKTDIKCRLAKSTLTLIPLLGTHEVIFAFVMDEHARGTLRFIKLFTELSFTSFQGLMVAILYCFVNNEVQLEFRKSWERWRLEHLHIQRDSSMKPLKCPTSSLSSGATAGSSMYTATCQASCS
#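 HEK293 cells stably co-expressing constitutively active GLP-1R and a cAMP-responsive luciferase reporter were seeded in DMEM with 10% Nu serum, given compounds after 12 h, and incubated 24 h at 37 deg C. Luminescence was then read.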
# aSyn rescue = qHTS of alpha-syn Inhibitors; Yeast expressing alpha-synuclein, growth rescue, BacTiter-Glo, 24 h; 370,000 tested, 0.14% active; AID 652106, 2013; Potency, µM (doses to about 46.1 µM), for inactives: at the top dose growth rescue (activation), actives largely listed as activators; further: potency means the concentration at half of the fitted maximal effect; % of control where 0% means no effect; nearly all actives have a fitted effect of over 65% in size
#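 Rescue of yeast growth: cells expressing toxic alpha-synuclein, induced in galactose at OD600 0.02, incubated with compound 24 h at 30 C. ATP luminescence quantified growth; inhibitors of toxicity appear as activators.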
# HEK293 tox = qHTS of GLP-1 Receptor Inverse Agonists: Cytotox Screen | HEK293 cAMP-luciferase reporter cells, luminescence, 24 h | Potency, µM (titrated, usually from 38.3 µM), for the others: at the highest dose activity change, negative = inhibition, actives largely listed as inhibitors | 410,000 tested, 0.13% active | AID 624418, 2012;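 further: loss of luciferase light is scored as toxicity; potency means the concentration at half of the fitted maximal effect; on the % scale 0 is the no-effect control and ±100 the full control effect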
#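 Quantitative HTS format, 1536 wells, 200 cells/uL seeded. Compounds: 23 nL, 24 h, 37 °C. Detection: luciferase reagent, luminescence at 12 min RT; decreased signal taken as cytotoxic.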
# D3 ag = qHTS of D3 Dopamine Receptor Agonist: qHTS; D(3) dopamine receptor (Homo sapiens), P35462; D3R DiscoveRx beta-arrestin cells, luminescence, 90 min; max activation, %; 410,000 tested, 0.58% active; AID 652048, 2013; in the data active means max activation above about 30%; further: 0% is about no effect; mostly tested at two doses, the higher about 12 µM
# Target sequence (P35462 whole entry, looked up): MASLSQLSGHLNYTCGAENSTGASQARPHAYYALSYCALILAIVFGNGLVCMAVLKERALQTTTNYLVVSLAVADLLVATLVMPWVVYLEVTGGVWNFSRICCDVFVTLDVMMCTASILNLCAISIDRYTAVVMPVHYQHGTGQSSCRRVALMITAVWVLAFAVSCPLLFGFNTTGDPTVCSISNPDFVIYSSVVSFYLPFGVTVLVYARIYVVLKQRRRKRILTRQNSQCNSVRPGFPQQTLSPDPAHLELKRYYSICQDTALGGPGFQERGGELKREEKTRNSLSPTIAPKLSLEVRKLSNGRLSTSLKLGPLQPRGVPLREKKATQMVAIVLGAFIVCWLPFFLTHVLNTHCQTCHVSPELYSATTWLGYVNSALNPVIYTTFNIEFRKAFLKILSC
#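 Agonist mode: compounds and dopamine controls were applied to plated cells for 90 min at 37 degrees C after an overnight attachment at 1500 cells/well. Luminescent read-out followed 30 - 60 minutes at room temperature with DiscoveRx detection reagent.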
# PTHR1 ag = qHTS for PTHR1 Agonists: Primary Screen; Potency, µM (doses to about 115 µM), for inactives: at the top dose activation, hits mostly activators; HEK293 GP2 PTHR1 cells, GloSensor cAMP luminescence, 1 h; 410,000 tested, 0.075% active; AID 743266, 2014; further: potency means the concentration at half of the fitted maximal effect; nearly all actives have a fitted effect of over 55% in size; some results filed as inactive show a strong effect at the top dose; inactives centre near -15; many of its hits are not listed in these tables
#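 HEK-293-derived GP2 cells expressing PTHR1 and a GloSensor cAMP reporter, 3,000/well, plated overnight, given luciferin plus IBMX (each 0.5 mM as added) for 1 h at 37 °C, then compound for 1 h at 37 °C. Luminescence was read after 15 min at room temperature.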
# GLP1R ag = qHTS of GLP-1 Receptor Agonists. Glucagon-like peptide 1 receptor (Homo sapiens), P43220. HEK293 GLP-1R CRE-luciferase, luminescence, 4-6 h; cells express a hypersensitive GLP-1R form. Potency, µM (doses to about 45.6 µM), without a hit: at the highest dose activation, most hits filed as activators. 380,000 tested, 0.007% active. AID 624172, 2012; further: potency means the concentration at half of the fitted maximal effect; % of control where 0% means no effect
# DRD3 antagonist = qHTS of D3 Dopamine Receptor Antagonist: qHTS; D(3) dopamine receptor (Homo sapiens), P35462; D3R cells, DiscoveRx beta-arrestin luminescence, antagonist mode; hits give low values; max response, negative = inhibition, %; 360,000 tested, 2.5% active; in the data active means max response below about -50%; inconclusive means no clear call, values can overlap the other calls; further: on the % scale 0 is the no-effect control and ±100 the full control effect; mostly tested at two doses, the higher about 12 µM
#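 Cells expressing the human receptor were seeded at 1500 cells/well, incubated overnight at 37 degrees C in 5% CO2, then exposed to library compounds with dopamine controls for 90 minutes at 37 degrees C before luminescent detection.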
# KB-V1 cytotox = qHTS assay for MDR1-selective chemotherapeutics: Primary screen using the drug-selected MDR subline cells KB-V1; KB-V1 MDR cells viability, CellTiter-Glo, 72 h; Potency, µM (highest dose often 46.1 µM), inactives show at the highest dose activity change, negative = cytotoxicity, actives largely listed as cytotoxic; 400,000 tested, 3.4% active; AID 1347076, 2019; further: potency means the concentration at half of the fitted maximal effect; on the % scale 0 is the no-effect control and ±100 the full control effect; nearly all actives have a fitted effect of over 60% in size
#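 Cytotoxicity via CellTiter-Glo luminescence after 72 h compound exposure at 37 degrees C. Cells: drug-selected KB-V1 line, DMEM phenol-red free plus 10% FBS. Compounds tested at multiple concentrations; normalized data fitted to concentration-effect curves.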
# TDP-43 yeast inh = qHTS of TDP-43 Inhibitors; AID 652104, 2013; TDP-43 expressing yeast growth rescue, BacTiter-Glo, 24 h; 410,000 tested, 1.8% active; Potency, µM (doses to about 46.1 µM), for inactives: at the top dose growth rescue (activation), actives largely listed as activators; further: potency means the concentration at half of the fitted maximal effect; % of control where 0% means no effect; nearly all actives have a fitted effect of over 50% in size
#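 Yeast cells expressing TDP-43 under galactose induction are exposed to compounds for 24 hr at 30 deg C. BacTiter-Glo luminescence measures growth, so protective compounds score as activators.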
# Active calls of the source: *; i = inactive; ? = inconclusive; nt = not tested or not shown; [ ] = remark or other dose. Unless noted, the call rests on the fitted dose curve; in most records, active means well fitted curve in the direction sought with a large enough effect; inconclusive means small, poorly fitted or top-dose-only effect, or another doubt; inactive means no such curve, though single readings can be large; an effect the other way counts as inactive or inconclusive. These rows are one share of the data. The share of hits here may be higher or lower than overall.
compound	GLP-1R inv ag	aSyn rescue	HEK293 tox	D3 ag	PTHR1 ag	GLP1R ag	DRD3 antagonist	KB-V1 cytotox	TDP-43 yeast inh
COC(=O)c1ccc(COn2nnc3ccccc32)cc1	-1.4%	2.4%	9.6%	6.3	-23.0%	0.3%	-3.9	?	16.2%
CCOC(=O)c1c(C)c2c(n1C)CCC/C2=N\O	157.4%[activator]	0.8%	2.3%	5.6	i	-1.4%	15.1	-0.8%	29.5%
CCOC(=O)C1CCN(C(C(=O)NC2CCCC2)c2ccc(C)cc2)CC1 (stereo not drawn)	-28.6%	0.1%	2.1%	-2.3	-21.1%	4.3%	-16.7	13.0%	16.6%
CC1CCN(S(=O)(=O)c2ccc3c(c2)N(CC(=O)NC(C)C)C(=O)CO3)CC1	1.6%	nt	-13.8%	5.1	i	nt	nt	-4.3%	9.2%
O=C(CCSc1ccc(Cl)cc1)NC1CCCC1	?	13.9%	-5.0%	0.2	-2.9%	1.3%	-3.8	7.8%	21.3%
Cc1ccc(-c2nc3ccc(Br)cn3c2Nc2ccc3c(c2)OCO3)o1	9.5%	nt	-2.4%	-0.7	22.9%	nt	nt	?	12.0%
CCCc1cc(=O)[nH]c(SCC(=O)Nc2nc3ccc(OCC)cc3s2)n1	29.5%	-0.3%	-1.5%	3.3	i	16.1%	35.4	-3.6%	-7.5%
Cn1nc(-c2ccccc2)c(COC(=O)c2cccc(Cl)c2)c1S(=O)(=O)c1ccccc1	5.5%	-1.8%	12.1%	6.6	-7.0%[57.5 µM]	-2.0%	-1.9	?	3.3%
CCOC(=O)c1c(NC(C)=O)sc2c1CCCNC2=O	38.0%[activator]	-2.2%	18.0%	0.4	-2.7%	0.0%	10.4	?	-5.7%
O=C(N/C(=C\c1ccc([N+](=O)[O-])cc1)C(=O)N1CCOCC1)c1ccccc1	12.3%	7.9%	9.4%	-0.8	i	0.9%	-3.7	-18.4%	9.1%
CCc1cc[n+](-c2nc3ccccc3nc2[N-]S(=O)(=O)c2ccc(Br)s2)cc1	3.4%	0.2%	-10.1%	4.9	i	8.7%	6.8	1.5%	-20.1%
COc1ccc(NC(=O)C2CCN(S(C)(=O)=O)CC2)cc1Cl	0.0%	1.3%	3.3%	-6.2	-18.8%[57.5 µM]	1.2%	1.0	4.0%	3.3%

# Part of the list above in order of count of non-hydrogen atoms, largest number first.
compound	GLP-1R inv ag	aSyn rescue	HEK293 tox	D3 ag	PTHR1 ag	GLP1R ag	DRD3 antagonist	KB-V1 cytotox	TDP-43 yeast inh
CC1CCN(S(=O)(=O)c2ccc3c(c2)N(CC(=O)NC(C)C)C(=O)CO3)CC1	1.6%	nt	-13.8%	5.1	i	nt	nt	-4.3%	9.2%
COc1ccc(NC(=O)C2CCN(S(C)(=O)=O)CC2)cc1Cl	0.0%	1.3%	3.3%	-6.2	-18.8%[57.5 µM]	1.2%	1.0	4.0%	3.3%
O=C(CCSc1ccc(Cl)cc1)NC1CCCC1	?	13.9%	-5.0%	0.2	-2.9%	1.3%	-3.8	7.8%	21.3%

# Further records follow.
compound	GLP-1R inv ag	aSyn rescue	HEK293 tox	D3 ag	PTHR1 ag	GLP1R ag	DRD3 antagonist	KB-V1 cytotox	TDP-43 yeast inh
COc1ccc(/C=C(\C#N)c2cc(OC)c(OC)cc2[N+](=O)[O-])cc1	24.1%	-3.5%	12.1%	-5.4	i	17.0%	-17.5	0.9%	-8.7%
COc1ccccc1NS(=O)(=O)c1cc(NC(C)=O)ccc1N1CCCCC1	?	8.0%	-7.4%	-6.3	i	6.5%	-13.4	?	-24.0%
CN(C)c1ccc(/C=N/NC(=O)c2cc(=O)[nH]c3ccccc23)cc1	21.9%	-0.3%	2.1%	-5.1	-1.9%	-1.9%	-18.2	-28.4%	-12.2%
O=C(NCC1CCCO1)/C(=C/c1ccc(Cl)cc1)NC(=O)c1ccccc1 (stereo not drawn)	-23.3%	-16.4%	-3.3%	2.6	i	-3.5%	2.4	-22.3%	11.3%
CCOCCCNC(=O)c1cc(=O)[nH]c2ccc(S(=O)(=O)N3CCCC3)cc12	19.9%	nt	0.6%	-2.5	23.4%	0.3%	nt	4.1%	8.8%
N=C1C(c2ccccc2)=C(O)CN1c1cccc(S(=O)(=O)N2CCOCC2)c1	10.3%	-2.8%	1.6%	6.1	i	-4.8%	-10.5	17.9%	-2.9%
Cc1oc(C)c(C(=O)O)c1C(=O)O	8.2%	-0.4%	-8.9%	1.5	i	-5.3%	13.3	1.2%	-12.0%
Cc1ccc2cc3c(N)nn(C(=O)c4cccc(F)c4)c3nc2c1	7.8%	nt	0.6%	0.4	i	nt	nt	-29.7%	20.2%
C=CCSc1nc(C)c(CC(=O)OCC(C)C)c(=O)[nH]1	1.5%	-2.3%	-0.7%	1.8	-0.1%[57.5 µM]	-3.5%	-21.9	1.7%	-8.3%
C=C(C)CSc1nc(N)cc(=O)[nH]1	1.7%	4.4%	-2.3%	-3.1	i	1.3%	12.8	20.9%	-3.2%
O=C(CN(C(=O)c1csnn1)c1cccc(C(F)(F)F)c1)NC1CCCC1	16.0%	-0.6%	8.2%	-4.2	-20.2%	3.6%	7.0	?	-4.3%
Cc1ccc2cc3c(N)c(C(=O)N4CCOCC4)sc3nc2c1	?	-0.7%	-3.5%	-0.8	-29.3%	-9.0%	14.9	-1.9%	23.9%
CCN(CC)CC(=O)Nc1ccc([N+](=O)[O-])cc1	-17.7%	-1.9%	0.5%	-10.0	i	6.6%	-1.0	-8.4%	-24.6%
CC1=C(C(=O)Nc2ccccc2)C(c2coc3ccccc3c2=O)C2=C(CCCC2=O)N1 (stereo not drawn)	12.7%	0.4%	3.9%	-1.7	-14.0%	5.3%	-17.2	-16.9%	-12.4%
CCOC(=O)N1CCN(C(=O)CSc2nc3ccccc3c(=O)n2-c2ccccc2)CC1	-20.1%	6.5%	-31.5%	3.0	-34.6%[inhibitor][57.5 µM]	-2.9%	10.0	?	4.7%
O=C(CC(NC(=O)c1ccccc1Cl)c1ccccc1)NCCc1ccc(Cl)cc1 (stereo not drawn)	10.3%	-1.2%	9.6%	0.0	-24.8%	5.7%	-16.4	8.2µM*	-0.9%
COc1cc(CCCN2CCNC[C@@H]2c2ccccc2)cc(OC)c1OC	13.0%	-2.1%	16.6%	1.2	-6.1%	-3.3%	-24.9	-8.8%	-8.5%
CC(=O)c1ccc(NS(=O)(=O)c2ccc3[nH]c4c(c3c2)CCCCCC4)cc1	-16.4%	nt	-15.8%	11.8	i	nt	nt	2.4%	14.5%
O=C(c1cc(-c2ccccc2Cl)nc2ccccc12)N1CCN(c2ccccn2)CC1	15.6%	-6.6%	5.7%	11.5	-11.6%	2.0%	6.7	6.3%	?
CN(CCc1ccccc1)C(=O)c1ccc(NC(=O)Cc2ccc(NC(=O)C3CCN(C(=O)CCc4ccccc4)CC3)cc2)cc1	?	2.8%	-7.3%	18.1	-48.1%[inhibitor]	-4.3%	-8.5	9.7%	9.5%
CCOc1ccc(N2C(=O)C3Sc4[nH]c(=O)sc4C(/C=C/c4ccccc4)C3C2=O)cc1 (stereo not drawn)	-26.0%	13.0%	?	-8.6	i	-20.8%	-24.2	-17.9%	0.1%
CSCCC(NS(=O)(=O)c1ccc2c(c1)oc(=O)n2C)C(=O)N1CCN(c2ccc(C(C)=O)cc2)CC1 (stereo not drawn)	5.8%	nt	-34.0%	-14.2	?	nt	nt	7.0%	-13.2%
Cc1ccc(CNC(=O)C2CC(=O)OC23CCCC3)c(C)c1 (stereo not drawn)	-1.1%	1.3%	-0.9%	2.9	?	-0.2%	-22.6	?	0.0%
COc1ccc(/C=C/C(=O)c2cc(Cl)ccc2O)c(OC)c1	?	-4.7%	9.5%	8.8	-31.1%[inhibitor]	10.1%	13.4	?	16.4%
COC(=O)C[C@H]1C[C@H]2c3cc(NC(=O)C4CCOCC4)ccc3O[C@H]2[C@H](CO)O1	17.1%	-8.4%	4.9%	5.0	i	-5.8%	14.5	8.2%	12.5%
O=C(CSc1nnc(Nc2ccccc2F)s1)NC1CCS(=O)(=O)C1 (stereo not drawn)	2.9%	-2.3%	4.5%	-0.1	-1.1%	-4.4%	4.6	-2.1%	20.0%
CCC(=O)N1CCc2cc(Br)cc(S(=O)(=O)CCC(=O)N(CC)CC)c21	11.4%	-1.4%	7.6%	7.0	i	19.2%	7.1	-2.9%	-0.2%
O=C(COC(=O)C1CCN(S(=O)(=O)c2cccc3cccnc23)CC1)c1ccc([N+](=O)[O-])cc1	0.6%	3.3%	0.9%	2.5	-47.1%[inhibitor][57.5 µM]	-4.6%	5.0	8.9%	12.1%
Cc1cc(Cl)ccc1NS(=O)(=O)c1c(C)[nH]c(=O)[nH]c1=O	0.4%	-5.5%	3.4%	-5.3	i	-1.8%	-0.3	?	8.5%
CCOc1ccc(NC(=O)CN(C)C(=O)CCCOc2ccc(Br)cc2)cc1OCC	10µM*	11.7%	3.3%	-6.8	-3.2%	7.6%	-6.0	?	19.4%
CC(=O)Nc1ccc(S(=O)(=O)Nn2cnnc2)cc1	5.4%	0.5%	-9.4%	-1.1	i	0.4%	11.0	-23.5%	-1.0%
CCC(C)NC(=O)Cn1c(=O)n(-c2ccc(C)c(C)c2)c(=O)c2c(C)c(C(=O)N(CC)CC)sc21 (stereo not drawn)	12.8%	nt	1.0%	3.3	12.1%	nt	nt	?	23.3%
